From PubChem BioAssay
GSTO1 counter – counter-screen for RBBP9 inhibitors: inhibitors of human GSTO1; P78417; recombinant GSTO1, activity-based probe fluorescence polarization; inhibition, % at 5.96 µM; 1.1% of 300,000 active;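 active = inhibition above the campaign mean inhibition plus 3 SD, cut at about 35% in these data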;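 note: 0% = GSTO1-1 with DMSO and 100% = wells lacking GSTO1-1 enzyme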
Target sequence (P78417 whole entry, looked up): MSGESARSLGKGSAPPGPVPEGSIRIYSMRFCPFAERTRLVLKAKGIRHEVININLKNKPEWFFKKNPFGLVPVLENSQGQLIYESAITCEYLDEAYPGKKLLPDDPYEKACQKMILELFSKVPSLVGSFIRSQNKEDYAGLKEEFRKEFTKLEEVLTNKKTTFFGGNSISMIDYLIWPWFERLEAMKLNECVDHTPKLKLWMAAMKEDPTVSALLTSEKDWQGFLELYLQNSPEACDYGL
Fam108B counter – counter-screen for RBBP9 inhibitors: inhibitors of mouse Fam108B; inhibition, % at 9.51 µM; recombinant Fam108B, FP-Rh probe fluorescence polarization; 0.33% of 300,000 active; AID 1947;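 active = inhibition above the screen mean inhibition plus 3 SD, computed separately per campaign, cut at about 18% in these data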;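 note: inhibitors lower polarization as less probe binds the enzyme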
PME-1 inh – blocks human protein phosphatase methylesterase 1; Q9Y570; recombinant PME-1, FP-Rh probe fluorescence polarization; inhibition, % at 5.9 µM; 0.53% of 320,000 active; AID 2130;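 active = inhibition above the campaign mean of all compounds plus 3 SD, cut at about 26% in these data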;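 note: competitive labeling of PME-1 active site by serine hydrolase directed probe; 0% = PME-1 with DMSO and 100% = wells lacking PME-1 enzyme; inhibitors block probe labeling so polarization falls and inhibition rises; many of its hits are not listed in these tables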
pPAFAH inh – pPAFAH (human) enzyme inhibition. 1.5% of 330,000 active. inhibition, % at 3.39 µM. Q13093. recombinant pPAFAH, FP-rhodamine probe fluorescence polarization. AID 463082;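 active = inhibition above the mean inhibition across the screen plus 3 SD, cut at about 25% in these data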;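 note: inhibitors block binding of the rhodamine activity-based probe so polarization drops; 0% = enzyme with DMSO and 100% = wells lacking pPAFAH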
PAD4 inh – blocks human protein arginine deiminase 4; Q9UM07; recombinant PAD4, RCA probe fluorescence polarization; inhibition, % at 6.36 µM; 0.41% of 330,000 active;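 active = percent inhibition above a cutoff equal to the mean of all tested compounds plus 3 SD, cut at about 15% in these data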;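 note: 0% = PAD4 with RCA probe and DMSO and 100% = probe without PAD4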
PAFAH1B2 inh – PAFAH1B2 (human) inhibition. P68402. recombinant PAFAH1B2, FP-rhodamine activity probe, fluorescence polarization. inhibition, % at 3.39 µM. 1.2% of 340,000 active;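 active = inhibition above the mean of all tested compounds plus 3 SD, cut at about 24% in these data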;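 note: 0% = enzyme with DMSO and 100% = wells lacking PAFAH1B2; many of its hits are not listed in these tables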
Target sequence (P68402 whole entry, looked up): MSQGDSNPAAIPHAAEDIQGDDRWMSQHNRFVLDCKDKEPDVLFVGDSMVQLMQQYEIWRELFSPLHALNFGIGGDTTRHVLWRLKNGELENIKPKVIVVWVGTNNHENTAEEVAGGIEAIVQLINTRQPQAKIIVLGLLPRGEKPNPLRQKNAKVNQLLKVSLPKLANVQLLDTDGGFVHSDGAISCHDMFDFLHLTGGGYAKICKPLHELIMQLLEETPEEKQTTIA
PAFAH2 inh – inhibitors of human PAFAH2 | Q99487 | recombinant PAFAH2, FP-rhodamine activity probe, fluorescence polarization | inhibition, % at 3.39 µM | 0.99% of 340,000 active;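 active = inhibition above the mean over all tested compounds plus 3 SD, cut at about 30% in these data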;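 note: inhibitors block probe labeling of enzyme so polarization drops; 0% = enzyme with DMSO and 100% = wells lacking PAFAH2 protein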
PAFAH1B3 FP inh – blocks human PAF acetylhydrolase 1B catalytic subunit 3; Q15102; recombinant PAFAH1B3, FP-rhodamine probe, fluorescence polarization; inhibition, % at 3.39 µM; 0.28% of 340,000 active; AID 492972;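 active = inhibition above the screen-wide average of all tested compounds plus 3 SD, cut at about 25% in these data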;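 note: 0% = enzyme with DMSO only and 100% = wells lacking PAFAH1B3 protein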
Target sequence (Q15102 whole entry, looked up): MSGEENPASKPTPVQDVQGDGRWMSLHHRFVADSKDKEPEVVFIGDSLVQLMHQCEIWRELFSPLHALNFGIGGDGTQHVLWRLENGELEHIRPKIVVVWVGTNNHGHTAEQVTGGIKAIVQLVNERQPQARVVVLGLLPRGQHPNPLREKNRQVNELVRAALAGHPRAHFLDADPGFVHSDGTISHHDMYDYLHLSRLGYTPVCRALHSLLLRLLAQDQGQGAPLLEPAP
LYPLA1 counter – blocks human lysophospholipase 1, a PME1 counter-screen; O75608; recombinant LYPLA1, FP-Rh probe fluorescence polarization; inhibition, % at 5.9 µM; 0.16% of 320,000 active; AID 2174;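 active = inhibition above the mean of all tested compounds plus 3 SD, set per campaign, cut at about 14% in these data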;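 note: inhibitors block serine hydrolase probe labeling of LYPLA1 so polarization falls; 0% = enzyme with DMSO and 100% = wells lacking LYPLA1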
Target sequence (O75608 whole entry, looked up): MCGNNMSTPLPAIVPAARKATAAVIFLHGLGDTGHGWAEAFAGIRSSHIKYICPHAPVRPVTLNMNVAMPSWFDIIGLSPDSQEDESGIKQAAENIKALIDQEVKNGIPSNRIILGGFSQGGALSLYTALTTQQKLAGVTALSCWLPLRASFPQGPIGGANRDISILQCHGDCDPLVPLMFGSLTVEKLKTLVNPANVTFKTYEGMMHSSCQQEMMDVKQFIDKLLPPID
An asterisk follows results filed as active; . = no result given. This is a subset; the hit share may differ from the screen's.

Results follow in this order: GSTO1 counter | Fam108B counter | PME-1 inh | pPAFAH inh | PAD4 inh | PAFAH1B2 inh | PAFAH2 inh | PAFAH1B3 FP inh | LYPLA1 counter
O=C(CSCc1ccc(Cl)cc1)NN=C1CCCC1
 : -3.5 | -3.3 | -4.0 | 2.9 | -1.2 | 7.5 | 1.5 | 9.4 | 2.6
Cc1ccc(NC(=O)COC(=O)CNC(=O)c2ccc3ccccc3c2)c([N+](=O)[O-])c1
 : 2.4 | 3.7 | 0.1 | 9.0 | -5.2 | 7.4 | 12.3 | -4.8 | -0.8
Cc1ccc(S(=O)(=O)N(C)C)cc1NC(=O)COC(=O)Cc1n[nH]c(=O)c2ccccc12
 : -1.7 | -1.2 | 8.8 | 2.9 | -2.6 | 4.8 | 4.0 | 6.1 | 0.7
COc1ccccc1NC(=S)NC12CN3CN(CN(C3)C1)C2
 : 0.8 | 1.4 | -1.8 | 5.0 | -3.9 | 1.6 | -1.2 | -0.5 | 0.0
C#CC(CC)(CC)NC(=O)NC1CCCCC1
 : 7.0 | -0.4 | 4.5 | 1.3 | -1.2 | -1.4 | 6.1 | 2.1 | 0.3
CCOC(=O)C1=C(COC(=O)c2cccs2)NC(=O)NC1C (centres undefined)
 : -1.8 | -1.8 | 3.9 | 2.1 | -3.5 | 5.8 | -0.2 | 7.2 | 1.1
COC(=O)Cc1cc(=O)oc2cc(O)ccc12
 : -0.1 | 2.1 | 6.9 | -3.2 | -0.7 | 1.1 | 5.9 | 2.4 | -2.8
O=C(COc1ncnc2ccccc12)NCCC1=CCCCC1
 : 1.6 | -5.3 | 0.5 | -2.1 | -2.3 | -1.1 | -1.1 | -3.6 | 0.6
Cc1ccc2nc(NC(=O)C3CCN(S(=O)(=O)c4cc([N+](=O)[O-])ccc4Cl)CC3)sc2c1
 : -16.0 | 0.9 | 2.3 | 7.7 | -6.2 | -2.1 | -4.5 | -11.7 | -20.3
Cc1cccc(C)c1NC(=O)CN(C)C(=O)CCC(=O)c1ccccc1
 : . | . | 0.2 | -0.2 | 1.9 | 3.1 | 8.3 | 9.6 | 0.5
CC(C)(C)C(=O)Nc1nc(=S)ss1
 : -10.0 | -2.0 | -2.5 | 1.6 | -2.6 | 5.5 | 3.7 | 0.3 | -1.6
C=C1c2cc(C)c(C)cc2NC(=O)N1c1ccccc1
 : -0.3 | 2.1 | -3.0 | -4.2 | -3.6 | -2.5 | 3.1 | 4.3 | -0.7
CC(=O)C[C@H](O)CC(=O)[C@@H]1OC(=O)CCCCCc2ccccc21
 : . | . | . | 3.3 | -3.0 | 6.2 | 3.9 | 3.6 | .
C/C=C(\C)C(=O)Nc1cccc(C2=NOC3(C2)C[C@@H](C(N)=O)N(C(=O)c2ccccc2C(=O)c2ccccc2)C3)c1 (some centres undefined)
 : 5.9 | 3.1 | -3.6 | 0.6 | 3.9 | 4.5 | 4.2 | 9.0 | -3.8
O=S(=O)(c1cccs1)N1CCN(c2ccc(Cl)cc2)CC1
 : 2.0 | -2.4 | 0.0 | 4.0 | -2.1 | 20.1 | 6.5 | 8.3 | 0.9
COc1cccc(CNC(=O)c2cc3ccccn3n2)c1
 : -2.0 | 0.3 | -4.8 | -0.9 | -2.2 | 5.9 | -1.0 | 4.8 | 2.3
COc1ccc(/C(O)=C2\C(=O)C(=O)N(c3cc(C)on3)C2c2ccccc2OC)cc1C (centres undefined)
 : -0.7 | 0.6 | 5.7 | 4.8 | -2.3 | -0.4 | 2.9 | 1.0 | 1.1
Cc1cccc2cc(C#N)c(NCCNC(=O)NC3CCCCC3)nc12
 : 1.0 | 0.2 | 0.3 | 2.0 | -1.8 | 1.6 | -5.0 | 2.8 | -5.2
COCC(=O)c1[nH]c2ccccc2c1C
 : 26.9 | 3.2 | -3.0 | 1.1 | 5.9 | -1.5 | 1.7 | 6.0 | 1.9
CCC(NC(=O)Nc1cc(C)on1)(C(F)(F)F)C(F)(F)F
 : -6.8 | 2.8 | 0.7 | 2.9 | 2.2 | 6.4 | -6.4 | 0.6 | 2.9

Results follow in this order: GSTO1 counter | Fam108B counter | PME-1 inh | pPAFAH inh | PAD4 inh | PAFAH1B2 inh | PAFAH2 inh | PAFAH1B3 FP inh | LYPLA1 counter
Cc1cccc(OCC(=O)Nc2cccc(O)c2)c1
 : 5.0 | 1.0 | -1.0 | 0.7 | 6.9 | 5.6 | -0.9 | 10.4 | -0.3
CC(C)CC(=O)Nc1ccc(C(=O)NNC(=S)NC(=O)C2CCCCC2)cc1
 : -2.2 | 0.3 | 3.9 | 3.4 | 1.9 | -7.4 | 2.4 | 14.1 | -2.0
O=C(Nc1cccc(Cl)c1)c1cncn1-c1ccc(F)cc1
 : 3.2 | 3.5 | -3.3 | 6.4 | -2.2 | -0.1 | 0.3 | 2.3 | -4.4
CC(=O)N1CCN(C(=O)c2cc(-c3ccc(C)o3)nc3ccccc23)CC1
 : 5.4 | 2.2 | -2.9 | 41.0* | 1.0 | -4.9 | 8.7 | 4.6 | 0.8
O=Cc1cccn1-c1nccc(-c2ccco2)n1
 : 15.0 | -0.9 | -4.6 | 6.1 | -9.7 | 1.3 | 3.3 | -3.3 | 1.6
CCN(CC(=O)Nc1c(F)cccc1F)C(=O)c1ccc(-n2cncn2)c([N+](=O)[O-])c1
 : 3.0 | -0.9 | 3.2 | 2.1 | -2.1 | 2.5 | 1.9 | 7.8 | 0.7
Cc1ccc(Oc2nnc(-c3ccccc3)c3ccccc23)cc1
 : -0.6 | 1.0 | 6.6 | 10.1 | -2.8 | 7.3 | 7.5 | 1.9 | 0.0
CC(C)CC(=O)Nc1ccc(C(=O)COC(=O)C2=COCCO2)cc1
 : 9.2 | 1.8 | -7.6 | -7.8 | -9.8 | -4.5 | -7.5 | -1.3 | -1.7
CC(=O)Nc1ccc(S(=O)(=O)N2CCN(Cc3cccc([N+](=O)[O-])c3)CC2)cc1
 : -5.7 | 4.2 | -1.9 | 0.2 | 1.2 | . | . | . | 1.9
O=C1C=CC(O)(c2cc(=O)c3c(O)cc(O)cc3o2)C=C1
 : 5.2 | -2.5 | -1.9 | 12.0 | -4.5 | 2.9 | -2.4 | 0.4 | -0.3
O=C(COC(=O)c1cccs1)c1ccc2ccccc2c1
 : 8.9 | 6.1 | -4.1 | 6.3 | -4.0 | -1.4 | 12.4 | -5.7 | -3.1
CCc1n(CC(O)COCC2CC=CCC2)c2ccccc2[n+]1C (centres undefined)
 : 1.4 | 2.3 | 11.8 | 3.7 | -4.3 | 1.3 | -0.4 | -0.9 | 1.8
Cn1c(O)c(N=Nc2ccccc2[N+](=O)[O-])c2ccccc21
 : 3.3 | 2.3 | 5.2 | 15.0 | 1.0 | -0.1 | 11.4 | -0.3 | 5.5
S=c1nc[nH]c2c1sc1nc(N3CCOCC3)c3c(c12)CCCC3
 : 0.2 | 1.4 | 1.9 | 2.5 | 9.4 | 4.5 | 7.3 | 6.3 | -2.2
COc1ccc(C(c2c(NC(C)=O)sc3c2CCCC3)N2CCN(CCO)CC2)cc1OC (centres undefined)
 : 0.8 | 4.1 | 0.4 | 2.8 | 1.8 | -4.5 | 3.7 | 6.2 | 1.4
COc1ccc(C2=NOC(Cn3nc(-c4ccccc4)cc3C(=O)NCc3ccccc3OC)C2)cc1 (centres undefined)
 : . | . | . | -6.1 | 0.4 | -6.2 | -20.8 | -10.7 | .
CN(C)CCCNc1oc(-c2ccc(Cl)cc2)nc1S(=O)(=O)c1ccccc1
 : . | . | . | -2.1 | 1.0 | 0.3 | -3.1 | 4.1 | .
COc1ccc(CNC(=O)C[C@H]2C[C@H](C(=O)N3CCCCC3)[C@@]3(C)c4[nH]c5ccc(Cl)cc5c4CCN3C2=O)cc1OC
 : . | . | . | 4.2 | 3.8 | 4.1 | -1.0 | 5.9 | .
Cc1cc(=O)[nH]c2c1c(C)nn2C1CCCC1
 : 5.6 | -0.4 | 1.2 | 2.8 | -4.1 | 5.9 | 3.8 | -3.7 | 1.0
CC(C)(C)n1cnc2cc(NCc3ccc(Br)cc3)ccc21
 : -6.8 | -17.4 | -17.6 | 8.1 | -7.6 | 33.6* | 1.1 | 5.8 | -9.7

Results follow in this order: GSTO1 counter | Fam108B counter | PME-1 inh | pPAFAH inh | PAD4 inh | PAFAH1B2 inh | PAFAH2 inh | PAFAH1B3 FP inh | LYPLA1 counter
CCN(CC)S(=O)(=O)c1ccc(OC(C)C)c(NC(=O)c2c3c(nc4ccccc24)CCN(Cc2ccccc2)C3)c1
 : 2.3 | -0.9 | 5.5 | 5.8 | 2.6 | -0.8 | -2.6 | -3.8 | -2.8
N#Cc1ccc(N[C@@H]2CCN3C(=O)c4ccccc4[C@@H]3C[C@H]2O)cc1
 : . | . | . | 7.4 | 0.4 | 0.2 | 15.0 | 10.4 | .
COc1ccc(S(=O)(=O)N2CCCC2CNC(=O)C(=O)NCCc2ccccc2)cc1 (centres undefined)
 : -3.7 | 1.7 | -3.4 | 2.4 | -0.4 | 2.8 | 2.6 | -2.2 | -1.5
N#Cc1ccc(COC(=O)c2cnc(Cl)c(Cl)c2)cc1
 : 3.3 | -1.5 | 3.7 | 1.1 | -0.1 | 3.7 | -9.3 | -3.8 | 2.3
COc1ccc2[nH]c3c(c2c1)CCN1C(=O)C(CC(=O)NCc2ccc(OC)c(OC)c2)C[C@H](C(=O)N2CCCCC2)[C@@]31CCc1ccccc1 (some centres undefined)
 : . | . | . | 4.7 | 1.5 | 0.5 | -5.4 | 7.9 | .
Cc1ccc(/C=N/n2c(-c3ccc(Cl)cc3)n[nH]c2=S)o1
 : -4.3 | 1.4 | 3.1 | 1.3 | 5.9 | 1.2 | 5.7 | 10.0 | 5.0
CCOc1ccc(N(CC(=O)N2CCOCC2)S(=O)(=O)c2ccc(SC)cc2)cc1
 : -0.5 | 2.3 | 3.1 | 2.8 | 2.4 | 1.1 | 1.3 | -4.8 | 1.4
CC1=CC(C)(C)N(C(=O)C(C)N2C(=O)c3ccccc3C2=O)c2ccc(C)cc21 (centres undefined)
 : -4.4 | -0.4 | -3.0 | 3.5 | -2.6 | -2.6 | 0.9 | 9.2 | -1.1
Cc1cccc(NS(=O)(=O)c2cccc(C(=O)N3CCCC(C(F)(F)F)C3)c2)c1 (centres undefined)
 : 0.6 | 2.4 | 1.1 | 16.3 | -0.6 | 8.1 | 6.2 | 6.8 | -0.5
O=C(COC(=O)COc1ccc(Cl)cc1)NCCCc1ccccc1
 : . | . | . | 14.3 | -4.7 | 29.4* | 5.1 | -0.1 | .
CN(CC(=O)Nc1c(Cl)cccc1Cl)C(=O)Cc1cccs1
 : . | . | 3.1 | 7.5 | -1.7 | 2.2 | 5.4 | 4.8 | -2.9
CN=C(Nc1ccccc1)SC1CC(=O)N(c2ccc(C(=O)OC)cc2)C1=O (centres undefined)
 : 4.7 | -4.4 | -1.5 | 5.8 | -4.4 | -4.3 | -6.8 | 11.4 | -3.5
COC(=O)CSc1nnc(NC(=O)C2CC(=O)N(c3ccc(F)cc3)C2)s1 (centres undefined)
 : 2.5 | 1.2 | 4.5 | 14.9 | -5.6 | 2.2 | 4.5 | 2.6 | -1.7
Cc1cc(C)n(-c2nc3ccccc3nc2NCCc2ccccc2)n1
 : 3.0 | -3.4 | 1.4 | -2.1 | -3.0 | -1.1 | -4.5 | 9.3 | 0.6
